Source: PubChem BioAssay
Nrf2 block: Nrf2 qHTS screen for inhibitors; hit rate 2.1% among 360,000; Potency, µM (top dose mostly 46 µM), for inactives: at the highest dose activity change, negative = inhibition, usual class: inhibitors; A549 ARE-Fluc reporter, luciferase luminescence, 18-24 h; further: potency means the concentration at half of the fitted maximal effect; on the % scale 0 is the no-effect control and ±100 the full control effect; nearly all actives have a fitted effect of over 60% in size
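In this cell-based qHTS, ARE-driven firefly luciferase in A549 cells reports Nrf2 activity; the luminescent signal after BugLite lysis is the measured value, with a prior CellTiter-Fluor read for cell health.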
CCT modulator: High-Throughput Screening for Modulators of Cytosolic Chaperonin Activity; purified chaperonin ATPase assay, HTRF ADP detection, 30 min; activity change, % (test concentration not listed), hits read low; hit rate 0.3% among 360,000; AID 651819, 2012; in the data active means activity change below about -30%; further: on the % scale 0 is the no-effect control and ±100 the full control effect
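Enzyme 40 or 20 nM (batch-dependent) in Tris pH 7.4/KCl/MgCl2/DTT; cpd 76 uM single point; ATP 10 uM; 30 min 37 °C; Transcreener ADP HTRF detection, 30 min RT; ratio 665/615.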
TGFb inhibitor: qHTS for Inhibitors of TGF-b. HepG2 CAGA-GFP TGF-b/SMAD3 reporter, GFP fluorescence, 18 h; TGF-beta stimulated, 500 pg/mL final. Potency, µM (series often up to 46.1 µM), without a hit: top-dose activity, negative = inhibition, most hits filed as inhibitors. hit rate 1.2% among 410,000. AID 588855, 2011; further: potency means the concentration at half of the fitted maximal effect; on the % scale 0 is the no-effect control and ±100 the full control effect; nearly all actives have a fitted effect of over 65% in size
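Inhibition was scored as loss of TGF-beta-induced (500 pg/mL final, 18 hours, 37 degrees C) GFP in HEPG2 cells carrying a CAGA-GFP reporter, in DMEM with 1% FBS. Well GFP was summed per cell; Activity was normalised to unstimulated and stimulated DMSO wells, then concentration-response fitting.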
Abeta rescue: qHTS for compounds that reverse cellular toxicity of Amyloid beta (A-beta) peptide in yeast: Primary Screen; Potency, µM (highest dose often 46.1 µM), inactives show at the highest dose growth rescue, most hits filed as activators; yeast expressing A-beta42, growth rescue, OD600, 48 h; response scale: 0% DMSO, 100% iron-clioquinol control; AID 1347071, 2019; hit rate 0.063% among 410,000; further: potency means the concentration at half of the fitted maximal effect; nearly all actives have a fitted effect of over 55% in size
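Yeast growth medium received pinned compounds, then yeast cells expressing toxic A-beta were added; plates incubated at 30 C for 48 hr. Growth read as absorbance at 600 nm, normalized to DMSO and equimolar FeCl3 plus clioquinol controls.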
MmCpn inh: Inhibitors of TCP-1 ring complex (TRiC) of Methanococcus maripaludis (MmCpn): qHTS | hit rate 0.031% among 330,000 | AID 504842, 2011 | Chaperonin Mm-Cpn (Methanococcus maripaludis) | Potency, µM (top dose mostly 76.9 µM), for inactives: top-dose activity, negative = inhibition, hits mostly inhibitors | purified Mm-Cpn ATPase, ADP Transcreener TR-FRET; further: potency means the concentration at half of the fitted maximal effect; on the % scale 0 is the no-effect control and ±100 the full control effect; nearly all actives have a fitted effect of over 80% in size
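Compound-treated chaperonin, 25 nM final, turns over 10 uM ATP at 37°C for 30 min following a 10 min preincubation; ADP generated competes with ADP-d2 for Eu-cryptate antibody, lowering FRET.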
HepG2 viability: qHTS for Inhibitors of TGF-b: Cytotox Counterscreen; HepG2 CAGA-GFP viability, ATP luminescence, 18 h; hit rate 0.76% among 410,000; Potency, µM (highest dose often 46.1 µM), for inactives: at the highest dose activity change, negative = cytotoxicity, hits mostly cytotoxic; further: potency means the concentration at half of the fitted maximal effect; some results filed as inactive show a strong effect at the top dose
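HepG2 CAGA-GFP cells (1000/well, DMEM with 1% FBS) received compound, then TGF-beta at 500 pg/mL final, and were incubated 18 hours at 37 degrees C. Viability was read by CellTiter-Glo luminescence. Media-only wells were set as complete cell-killing and DMSO as no toxicity.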
Nrf2 ARE act: qHTS of Nrf2 Activators. Potency, µM (series often up to 46.1 µM), for the others: at the top dose activation, hits mostly activators. AREc32 ARE-luciferase reporter (MCF7-derived line), luminescence, 24 h. hit rate 0.31% among 410,000; further: potency means the concentration at half of the fitted maximal effect; % of control where 0% means no effect; nearly all actives have a fitted effect of over 65% in size
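ARE-driven firefly luciferase activity in AREc32 cells measured after a 24 hr compound exposure at 37 deg C, using Steady-Glo reagent and a 30 min room-temperature hold.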
A549 viability: Nrf2 qHTS screen for inhibitors: counterscreen for cytotoxicity. A549 ARE-Fluc cells, CellTiter-Fluor viability, 18-24 h. Potency, µM (highest dose often 46 µM), without a hit: at the highest dose activity change, negative = cytotoxicity, most hits filed as inhibitors. hit rate 0.16% among 390,000. AID 504648, 2011; further: potency means the concentration at half of the fitted maximal effect; on the % scale 0 is the no-effect control and ±100 the full control effect
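A549 ARE_Fluc cells in 5% FBS OPTI-MEM were exposed to compounds in concentration-response for 18-24 h at 37 deg C. Viability was read by CellTiter-Fluor fluorescence (Ex 405/Em 525) after 30 min, before the luciferase read.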
pAkt inh: HTS Assay for Inhibitors of Akt Phophorylation: Primary Screen; activity change, % for hits at 50 µM; hit rate 0.32% among 360,000; Neuro2A IGF-stimulated pAkt S473 HTRF, 20 min; stronger effect = lower value; AID 651550, 2012; in the data active means activity change below about -80%; inconclusive means mostly about -51% to -80%; further: on the % scale 0 is the no-effect control and ±100 the full control effect
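Neuro2A cells in DMEM with 0.5% FBS, overnight at 37 deg C, given compound at single 50 µM final, then IGF (6 nM final) for 20 min at 37 deg C. Lysed; phospho-Akt Ser473 by HTRF after 24 h, 665/615 ratio.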
An asterisk follows results filed as active; i = inactive; ? = inconclusive; · = no result given; [ ] = dose if it differs, or a comment. Unless noted, the call rests on the fitted dose curve; in most records, active means well fitted curve in the direction sought with a large enough effect; inconclusive means small, poorly fitted or top-dose-only effect, or another doubt; inactive means no such curve, though single readings can be large; an effect the other way counts as inactive or inconclusive.

SMILES	Nrf2 block	CCT modulator	TGFb inhibitor	Abeta rescue	MmCpn inh	HepG2 viability	Nrf2 ARE act	A549 viability	pAkt inh
COc1ccc(NC(=O)NNC(=O)COc2ccc([N+](=O)[O-])c(C)c2)cc1OC	-2%	0.0	-2%	-3%	0%	20%	-0.1%	-9%	i
Cc1c(CCC(=O)NCCCCCC(=O)O)c(=O)oc2c(C)c3oc4c(c3cc12)CCCC4	?	-0.4	-3%	-2%	-2%	-52%	-0.5%	2%	i
Cc1cccc2cccnc12	?	-0.3	-15%	-11%	2%	-20%	-0.2%	-1%	i
COc1ccccc1NC(=O)Cn1c(CCC(=O)O)ccc1-c1ccccc1	-21%	1.1	13%	5%	0%	-10%	2.3%	-3%	i
CCN1CCN(Cc2nc3cc(NC(=O)COc4ccc([N+](=O)[O-])cc4)ccc3n2C)CC1	18%	-4.6	2%	3%	-1%	-8%	0.1%	0%	i
O=C1c2[nH]nc(-c3ccccc3O)c2C(c2ccc(F)cc2)N1Cc1ccco1 (stereo unspecified)	?	-3.3	?	-1%	2%	-52%	6.2%	?	i
CCOc1ccccc1N1CCN(C(=O)Cc2ccc(S(=O)(=O)N3CCOCC3)s2)CC1	-3%	1.9	-28%	11%	-1%	-47%	-0.3%	0%	i
COc1cc(C2c3c(oc4ccc(F)cc4c3=O)C(=O)N2c2nc(C)c(C)s2)cc(OC)c1OC (stereo unspecified)	21%	·	15%	-24%	·	-1%	0.0%	0%	·
CCCN(c1ccccc1F)S(=O)(=O)c1c[nH]c(C(=O)OC)c1	4%	-0.8	-8%	3%	2%	7%	0.6%	-1%	i
COCCSc1nnc(-c2cnccn2)o1	-1%	0.7	6%	24%	1%	0%	0.0%	-4%	i
O=C(/C=C/c1ccccc1)Nc1cccc(C(=O)NCCCCc2ccccc2)c1	?	-0.3	2%	-10%	·	-9%	7.0%	2%	i
COC(=O)C1CCN(C(c2ccc(OC)c(OC)c2)c2sc3nc(C)nn3c2O)CC1 (stereo unspecified)	?	-0.1	2%	-1%	1%	-17%	-0.9%	0%	i
O=C(/C=N/O)Nc1ccccc1	6%	-2.4	-15%	15%	0%	13%	3.4%	-2%	i
Cc1ccc(N2C(=O)NC(NS(=O)(=O)c3ccc(C)cc3)(C(F)(F)F)C2=O)cc1 (stereo unspecified)	-22%	-3.9	0%	12%	-1%	2%	-0.3%	2%	i
CCCC(=O)NC(c1ccccc1)c1ccc2cccnc2c1O (stereo unspecified)	?	-0.3	?	?	-3%	-25%	2.3%	-1%	i
Cc1ccc(C)c(NC(=O)CCc2ccc(S(=O)(=O)NC3CCCCC3)cc2)c1	-13%	1.1	1%	-4%	0%	0%	0.5%	2%	i
CCC1CCCCN1S(=O)(=O)c1ccc(NC(=O)c2cccnc2)cc1 (stereo unspecified)	-19%	1.8	-19%	-14%	2%	19%	2.0%	10%	i
Cc1ccc(C)c(N2N=C(C(=O)Nc3ccc(S(=O)(=O)N4CCCC4)cc3)CCC2=O)c1	-22%	1.1	3%	0%	-1%	1%	-0.2%	-5%	i
Cc1ccc(C(=O)N/C(=C\c2ccccc2)C(=O)NCc2cccnc2)cc1	2%	2.6	6%	5%	-3%	-10%	0.2%	6%	i
CC(=O)c1cccc(-c2ccnc3c2CC(C(=O)Nc2cccc(NS(C)(=O)=O)c2)O3)c1 (stereo unspecified)	·	-0.5	3%	28%	·	-72%	-0.3%[9.22 µM]	·	i
CCNC(=O)N1CCC(n2nccc2NC(=O)CCCc2ccccc2)CC1	1%	2.0	-1%	2%	0%	-25%	-1.2%	-7%	i
CN1CCN(S(=O)(=O)c2ccc(NC(=O)COc3ccccc3)cc2)CC1	6%	-0.9	-8%	-3%	0%	-13%	-0.5%	0%	i
NS(=O)(=O)c1ccc(NC(=S)NC(=O)c2ccc3c(c2)OCO3)cc1	?	0.4	12%	-3%	-22%	1%	-0.2%	0%	i
CCOC(=O)CSc1nc2ccc(NC(=O)c3ccccc3F)cc2s1	9%	·	27%	-15%	·	1%	0.6%	-2%	·
CC1(C(=O)NS(=O)(=O)c2ccc3c(c2)CCO3)CCN1C(=O)COc1ccc(Cl)cc1 (stereo unspecified)	·	1.1	45%[activator]	-12%	·	-2%	-0.2%	·	i

At a glance, 5 of the compounds above.
SMILES	Nrf2 block	CCT modulator	TGFb inhibitor	Abeta rescue	MmCpn inh	HepG2 viability	Nrf2 ARE act	A549 viability	pAkt inh
COc1ccc(NC(=O)NNC(=O)COc2ccc([N+](=O)[O-])c(C)c2)cc1OC	-2%	0.0	-2%	-3%	0%	20%	-0.1%	-9%	i
Cc1c(CCC(=O)NCCCCCC(=O)O)c(=O)oc2c(C)c3oc4c(c3cc12)CCCC4	?	-0.4	-3%	-2%	-2%	-52%	-0.5%	2%	i
Cc1cccc2cccnc12	?	-0.3	-15%	-11%	2%	-20%	-0.2%	-1%	i
COc1ccccc1NC(=O)Cn1c(CCC(=O)O)ccc1-c1ccccc1	-21%	1.1	13%	5%	0%	-10%	2.3%	-3%	i
CCN1CCN(Cc2nc3cc(NC(=O)COc4ccc([N+](=O)[O-])cc4)ccc3n2C)CC1	18%	-4.6	2%	3%	-1%	-8%	0.1%	0%	i

New compounds follow.
SMILES	Nrf2 block	CCT modulator	TGFb inhibitor	Abeta rescue	MmCpn inh	HepG2 viability	Nrf2 ARE act	A549 viability	pAkt inh
Cc1c(NC(=O)c2ccccc2)cc(C(C)C)c(O)c1S(=O)(=O)c1ccc(Cl)cc1	·	·	-9%	3%	·	-25%	6.1%	9%	·
Cc1cc(Nc2ccc(C)c(C)c2)c2ccccc2n1	-16%	1.9	?	-4%	-2%	-16%	-0.8%[9.22 µM]	?	i
COc1ccc2cc3cc(C(=O)N4CCN(c5ccccn5)CC4)oc3nc2c1	3%	0.5	-7%	·	1%	-29%	0.4%	0%	i
CCN1C[C@@H]2[C@@H]3C(=O)N(C)C(=O)[C@@H]3[C@](C)(C1=O)N2C(=O)c1ccc(C(F)(F)F)cc1	10%	2.0	9%	3%	·	27%	0.1%	1%	i
CC(=O)Nc1c(C(=O)Nc2ccccc2F)oc2ccccc12	12%	·	?	-7%	·	-14%	0.5%	0%	·
CCOc1ccc(C(=O)NC2CCN(C(=O)Nc3ccc(F)cc3)CC2)cc1	5%	-1.0	0%	-21%	3%	2%	0.3%	0%	i
Cc1occc1C(=O)NNS(=O)(=O)c1ccc([N+](=O)[O-])cc1	?	-2.5	-6%	6%	4%	4%	0.2%	-12%	i
COC(=O)CNC(=O)CSc1nnc(C)c(=O)[nH]1	0%	-2.6	?	13%	2%	4%	-0.6%	0%	i
Cc1cccc(Nc2nc(C)nc3c2oc2ccccc23)c1	2%	0.8	-22%	-36%[inhibitor]	-2%	-6%	7.1%	?	i
O=C(NCc1ccc2c(c1)OCO2)C1CCCN1S(=O)(=O)c1ccc(F)cc1 (stereo unspecified)	8%	-3.9	3%	-2%	1%	-4%	-0.9%	-2%	i
COc1ccccc1N1CCN(CC(O)COc2cc(C)cc(C)c2)CC1 (stereo unspecified)	-9%	·	-2%	-28%	·	-16%	1.5%	1%	·
O=C(CCS(=O)(=O)c1ccccc1)N1CCN(c2cccc(C(F)(F)F)c2)CC1	?	-1.2	-18%	14%	-1%	0%	2.4%	-9%	i
COc1cc(OC)c(C2N(c3ccc(Cl)cc3)C(=O)C3CCCN32)cc1OC (stereo unspecified)	2%	-9.5	3%	1%	0%	1%	2.9%	1%	i
C=CCC[C@H](Cc1ccc(F)cc1)C(=O)OC[C@@H](NC(=O)[C@@H](CC=C)CC(=O)N(CCO)Cc1ccccc1)C(C)(C)C	3.3µM*	-13	?	10%	1%	-6%	-4.9%	6.5µM*	i
O=[N+]([O-])c1cc(S(=O)(=O)N2CCOCC2)ccc1NS(=O)(=O)c1ccccc1	?	-1.8	?	2%	-1%	-15%	-0.5%	-16%	i
CC1(C)CC2(CCO1)CNC(=O)O2 (stereo unspecified)	-11%	-0.7	-1%	9%	-1%	-14%	-0.3%	?	i
CC1(c2nnc(-c3ccc(F)cc3)o2)CC(c2cccnc2)=NO1 (stereo unspecified)	2%	0.2	-1%	-2%	·	-8%	-0.7%	-11%	i
CCSc1nnc(NC(=O)c2cnccn2)s1	8%	0.0	-3%	23%	0%	-17%	0.2%	1%	i
COCc1nnc(NC(=O)c2ccc(S(=O)(=O)N(C)Cc3ccccc3)cc2)o1	?	-2.5	-26%	14%	2%	-26%	-0.9%	?	i
COC(=O)CSc1nc2ccc(N)cc2s1	3%	-6.2	2%	-3%	-7%	12%	3.3%	-6%	i
Cc1ccc(C(=O)NCC(=O)OCC(=O)NC2CCCC(C)C2C)s1 (stereo unspecified)	1%	-0.6	25%	8%	-2%	4%	0.0%	-1%	i
CCN(c1ccccc1)S(=O)(=O)c1cccc(C(=O)NCC(c2ccc(F)cc2)N2CCOCC2)c1 (stereo unspecified)	?	-0.7	-13%	-5%	·	-9%	0.9%	-4%	i
O=C(CCCCn1c(=O)[nH]c2ccsc2c1=O)NCCc1ccccc1	?	-1.1	-21%	8%	1%	-11%	16%	-10%	i
Cc1c(Cl)cccc1NC(=O)C(CCS(C)(=O)=O)N1Cc2ccccc2C1=O (stereo unspecified)	?	·	-8%	8%	·	-2%	-1.1%	-2%	·
